Screening results deposited in PubChem BioAssay by The Scripps Research Institute Molecular Screening Center.
TAAR1 antagonist: human TAAR1 antagonism | inhibition, % at 3 µM | AID 624466 | Q96RJ0 | 360,000 tested, 1.5% active | CHO RD-HGA16 TAAR1, Fluo-8 calcium fluorescence, antagonist;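 active = inhibition above a per-plate cutoff, the mean inhibition of test compounds on that plate plus 3 SD, cut at about 49% in these data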;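 note: 0% = DMSO plus EC80 beta-PEA response and 100% = DMSO alone without agonist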
Target sequence (Q96RJ0 whole entry, looked up): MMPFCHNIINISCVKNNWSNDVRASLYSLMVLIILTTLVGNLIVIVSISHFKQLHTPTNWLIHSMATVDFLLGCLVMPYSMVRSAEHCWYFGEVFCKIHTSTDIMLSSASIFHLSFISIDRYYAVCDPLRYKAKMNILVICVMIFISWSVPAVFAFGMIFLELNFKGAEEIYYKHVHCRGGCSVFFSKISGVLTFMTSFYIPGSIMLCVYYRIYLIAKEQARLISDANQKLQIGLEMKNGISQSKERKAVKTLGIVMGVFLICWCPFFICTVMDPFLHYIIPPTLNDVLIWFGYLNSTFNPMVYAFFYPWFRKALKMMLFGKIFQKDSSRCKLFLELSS
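System: RD-HGA16 CHO cells with stable hTAAR1 and Gα16 | Probe or stimulus: EC80 β-phenethylamine stimulus | Dosing: 3 µM, single point | Times: Dye loading 75 min at 37 °C, then 30 min room temperature | Measured by: Fluo-8 calcium-sensitive fluorescence | Read-out basis: % inhibition of agonist calcium response | Replicates: n of 1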
CHO parental Ca: counter-screen for OX1R antagonists: effect in parental CHO cells; parental CHO-K1, ATP-induced calcium, Fluo-8 fluorescence; inhibition, % at 5.6 µM; 330,000 tested, 0.63% active;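 active = inhibition above that plate's mean sample inhibition plus 3 SD, cut at about 26% in these data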;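 note: 0% = ATP-challenged DMSO wells and 100% = DMSO wells without ATP; some compounds past the cut are filed as inactive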
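Test system: parental CHO cells; detection: calcium-sensitive Fluo-8 fluorescence; evaluation: percent inhibition of calcium signal; also added: ATP as calcium-mobilizing challenge; repeats: one well per compound; control set: ATP-challenged DMSO wells low, unchallenged DMSO wells high; compound: single nominal dose of 5.6 µM per compound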
CHO-K1 Ca PAM: counter-screen for M1 PAMs: effect in parental CHO-K1 cells | 360,000 tested, 0.02% active | AID 602247 | ATP EC20, Fluo-8 calcium fluorescence; 0% at ATP EC20, 100% at ATP max | activation, % at 3 µM;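 active = activation above the run cutoff, the mean activation of all test compounds plus 3 SD, cut at about 40% in these data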;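 note: peak over basal fluorescence ratio in a 140 s read after ATP addition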
OXTR potentiator: potentiates the human oxytocin receptor response | P30559 | CHO-OTR cells, Fluo-8 calcium fluorescence, potentiator mode; 0% = oxytocin EC15, 100% = EC100 | activation, % at 3 µM | 320,000 tested, 0.061% active;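 active = activation above that plate's cutoff, the mean activation of tested compounds plus 3 SD, cut at about 6.6% in these data, passing the limit was not always enough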;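 note: 100% uses oxytocin at 75 nM as the full agonist control; some results filed as inactive read as strong as hits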
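Measured by – Fluo-8 calcium dye fluorescence · Test system – human OTR in CHO cells · Dosing – one concentration, 3.0 µM compound · Controls – EC15 oxytocin alone as 0%, 75 nM oxytocin as 100% · Evaluation – normalized max/min fluorescence ratio, % activation · Timing – 6 min pre-incubation, 100 s read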
CHRM1 agonist: activates human CHRM1 receptor. P11229. CHO-K1 hM1, Fluo-8 calcium fluorescence, agonist mode; 0% DMSO, 100% acetylcholine EC100. activation, % at 3 µM. 360,000 tested, 0.33% active;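 active = activation above the run's mean compound activation plus 3 SD, cut at about 16% in these data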;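 note: peak over basal fluorescence ratio within a 140 s kinetic read after compound addition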
Target sequence (P11229 whole entry, looked up): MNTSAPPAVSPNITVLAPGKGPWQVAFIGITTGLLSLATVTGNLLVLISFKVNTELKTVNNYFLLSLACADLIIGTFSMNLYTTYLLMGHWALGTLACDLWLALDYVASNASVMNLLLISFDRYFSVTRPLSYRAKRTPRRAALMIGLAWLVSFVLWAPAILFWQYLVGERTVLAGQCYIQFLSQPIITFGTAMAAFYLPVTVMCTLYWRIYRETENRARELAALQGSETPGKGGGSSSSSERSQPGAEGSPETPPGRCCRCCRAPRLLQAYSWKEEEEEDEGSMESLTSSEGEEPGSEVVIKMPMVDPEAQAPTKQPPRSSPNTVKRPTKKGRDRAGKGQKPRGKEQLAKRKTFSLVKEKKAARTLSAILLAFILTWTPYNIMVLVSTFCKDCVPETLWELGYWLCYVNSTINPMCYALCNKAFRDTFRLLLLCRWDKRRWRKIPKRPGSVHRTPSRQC
V1aR counter: counter-screen for oxytocin receptor agonists: human V1a receptor agonists. P37288. AID 2797. 320,000 tested, 0.25% active. activation, % at 3 µM. CHO-V1R cells, Fluo-8 calcium fluorescence, agonist mode; 0% DMSO, 100% 3 nM vasopressin;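 active = activation above the mean activation of all tested compounds plus 3 SD, per screening run, cut at about 20% in these data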;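 note: signal is peak over basal fluorescence ratio across a 100 second FLIPR read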
CHO-K1 Ca ag: nonselective activator or artifact in parental CHO-K1 cells | Fluo-8 calcium fluorescence; scaled to maximal ATP response, vehicle zero | activation, % at 3 µM | 360,000 tested, 0.48% active | AID 602248; in the data active = activation above about 15%;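 note: untransfected CHO-K1 host cells lacking M1 receptor as counterscreen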
TAAR1 agonist: human TAAR1 agonism | Q96RJ0 | CHO RD-HGA16 TAAR1, Fluo-8 calcium fluorescence; vehicle wells 0%, saturating PEA agonist 100% | activation, % at 3 µM | 360,000 tested, 0.99% active;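 active = activation above the mean activation of all test compounds in the run plus 3 SD, cut at about 38% in these data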
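Signal – calcium-sensitive Fluo-8 signal, excitation 470-495, emission 515-575 nm · System – RD-HGA16 (CHO) cells co-expressing Gα16 and hTAAR1 · Incubation – 17-24 h seeding, 75 min 37 °C dye, 30 min RT · Compound dosing – 3 µM single concentration · Repeats – no replicates (n 1)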
CHO-K1 Ca antag: nonselective inhibitor or artifact in parental CHO-K1 cells; AID 602250; ATP-induced calcium, Fluo-8 fluorescence; inhibition, % at 3 µM; 360,000 tested, 0.6% active;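 active = inhibition above a per-plate cutoff, the plate's mean sample inhibition plus 3 SD, cut at about 24% in these data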;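 note: 0% = DMSO plus EC80 ATP and 100% = DMSO alone without ATP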
Numbers without * were called inactive; . = not tested or not shown. Random draw from the library (roughly 3.3% active in at least one column).

SMILES | TAAR1 antagonist | CHO parental Ca | CHO-K1 Ca PAM | OXTR potentiator | CHRM1 agonist | V1aR counter | CHO-K1 Ca ag | TAAR1 agonist | CHO-K1 Ca antag
CC(C)CCNC(=O)c1[nH]c(C(F)(F)F)nc1-c1ccccc1 | -8 | . | 9 | . | 1 | . | 2.5 | 1 | -21
CC(C)C[C@@H](CN1CCC[C@@H]1CN1C(=S)NC[C@@H]1Cc1ccccc1)N1C[C@H](Cc2ccc(O)cc2)N(CCc2ccccc2)C1=S | -22 | . | 16 | . | -5 | . | 0.1 | -1 | -8
Cc1cc(C)nc(NS(=O)(=O)c2ccc(N/C=C/C(=O)c3ccc(Cl)c(Cl)c3)cc2)n1 | -13 | -2 | 22 | -6 | -5 | 0.5 | 0.1 | 2 | -6
COc1ccc(CC2(CO)CCN(Cc3cnn(C)c3C)CC2)cc1 | 18 | -35 | 2 | -1 | -6 | -0.6 | -0.4 | 2 | -4
COCc1cc(=O)n2[nH]c(SCc3ccccc3)nc2n1 | -22 | -2 | 5 | 0 | 2 | 0.3 | -0.2 | -1 | -7
C[C@H](CO)N1C[C@H](C)[C@@H](CN(C)C(=O)Nc2ccc(F)cc2)Oc2cc(Br)ccc2S1(=O)=O | -4 | . | -9 | . | 2 | . | 0.1 | 0 | 9
CCOc1cc(/C=C2\CCC/C(=C\c3cc(Cl)c(O)c(OCC)c3)C2=O)cc(Cl)c1O | 56* | 21 | -5 | -19 | 1 | 4.1 | 2.2 | 6 | 12
CCN(CC)CCNc1nc2c(c(=O)[nH]c(=O)n2C)n1CCCc1ccccc1 | -4 | 9 | 5 | 6 | -10 | -0.3 | 0.8 | 3 | -5
COc1cc(OC)c(C(=O)OCC(=O)N2CC(=O)Nc3ccccc32)cc1OC | 20 | -1 | 0 | -25 | 1 | 0.1 | 0.5 | 1 | -5
O=C(CNC(=O)c1ccco1)OCC(=O)c1ccc2ccccc2c1 | -15 | -12 | 7 | -6 | -2 | 1.2 | 0.6 | 8 | -11

A section of the results above, for reference:
SMILES | TAAR1 antagonist | CHO parental Ca | CHO-K1 Ca PAM | OXTR potentiator | CHRM1 agonist | V1aR counter | CHO-K1 Ca ag | TAAR1 agonist | CHO-K1 Ca antag
CC(C)CCNC(=O)c1[nH]c(C(F)(F)F)nc1-c1ccccc1 | -8 | . | 9 | . | 1 | . | 2.5 | 1 | -21
CC(C)C[C@@H](CN1CCC[C@@H]1CN1C(=S)NC[C@@H]1Cc1ccccc1)N1C[C@H](Cc2ccc(O)cc2)N(CCc2ccccc2)C1=S | -22 | . | 16 | . | -5 | . | 0.1 | -1 | -8
Cc1cc(C)nc(NS(=O)(=O)c2ccc(N/C=C/C(=O)c3ccc(Cl)c(Cl)c3)cc2)n1 | -13 | -2 | 22 | -6 | -5 | 0.5 | 0.1 | 2 | -6
COc1ccc(CC2(CO)CCN(Cc3cnn(C)c3C)CC2)cc1 | 18 | -35 | 2 | -1 | -6 | -0.6 | -0.4 | 2 | -4
COCc1cc(=O)n2[nH]c(SCc3ccccc3)nc2n1 | -22 | -2 | 5 | 0 | 2 | 0.3 | -0.2 | -1 | -7
C[C@H](CO)N1C[C@H](C)[C@@H](CN(C)C(=O)Nc2ccc(F)cc2)Oc2cc(Br)ccc2S1(=O)=O | -4 | . | -9 | . | 2 | . | 0.1 | 0 | 9
CCOc1cc(/C=C2\CCC/C(=C\c3cc(Cl)c(O)c(OCC)c3)C2=O)cc(Cl)c1O | 56* | 21 | -5 | -19 | 1 | 4.1 | 2.2 | 6 | 12
CCN(CC)CCNc1nc2c(c(=O)[nH]c(=O)n2C)n1CCCc1ccccc1 | -4 | 9 | 5 | 6 | -10 | -0.3 | 0.8 | 3 | -5

(cont.)
SMILES | TAAR1 antagonist | CHO parental Ca | CHO-K1 Ca PAM | OXTR potentiator | CHRM1 agonist | V1aR counter | CHO-K1 Ca ag | TAAR1 agonist | CHO-K1 Ca antag
CC1(C)Cc2cccc(C(=O)NC3CCN(Cc4ccccc4)CC3)c2O1 | 7 | -16 | -6 | -4 | -8 | 1.2 | 0.7 | 15 | 8
COCCSc1nnc(NC(=O)Cc2ccc(OC)cc2)s1 | 1 | -15 | -11 | -2 | -6 | 3.5 | 0.7 | 2 | -7
Cn1c(CN2CCN(c3ccc(Cl)cc3)CC2)nc2ccccc21 | -7 | -22 | -3 | 0 | -10 | 0.4 | 0.0 | 4 | -15
Cc1ccc(S(=O)(=O)NNC(=O)Nc2cccc(F)c2)c(C)c1 | -36 | -22 | -12 | -8 | 1 | 3.7 | 2.5 | 2 | 1
COc1ccccc1NC(=O)c1cc(N)cc(C(=O)Nc2ccccc2OC)c1 | 0 | -8 | -3 | 5 | -2 | 0.4 | 2.0 | 7 | -2
O=C(Cc1c(Cl)cccc1Cl)N/N=C/c1cccnc1 | -14 | . | -10 | . | -3 | . | 0.7 | 2 | 4
COc1ccc(/C=N/NC(=O)c2ccncc2)cc1Cn1nc([N+](=O)[O-])c(Br)c1C | 15 | -12 | 9 | -4 | -13 | 0.0 | 1.5 | 6 | -3
S=c1[nH]c(-c2ccccc2)cn1/N=C/c1cccnc1 | 15 | -17 | 10 | 4 | -4 | 0.7 | 0.1 | 2 | -9
O=C(CCCn1c(=S)[nH]c2ccsc2c1=O)NCc1ccco1 | 4 | -3 | -2 | -4 | 2 | -0.1 | 0.2 | 8 | -13
CCOC(=O)Cn1nnnc1CN(Cc1cccs1)Cc1cc2cc(C)ccc2[nH]c1=O | 17 | -23 | 25 | -5 | -6 | 1.1 | 1.9 | 10 | -24
O=[N+]([O-])c1ccc(N=Cc2c(O)ccc3ccccc23)cc1 | -22 | 7 | 18 | -1 | -3 | 1.4 | 1.2 | 2 | -6
Cc1ccc(NC(=O)CCN2CCN(CCO)CC2)cc1Br | -6 | -4 | 12 | -4 | -7 | 1.0 | 0.9 | 3 | -6
CC(C)N1CCN(Cc2ccc(Oc3ncccn3)cc2)CC1CCO (centres undefined) | -32 | -3 | 5 | -2 | -7 | 0.7 | 0.2 | 3 | -6
CCc1ccc(OCc2nnc(SCC(=O)NCc3ccco3)o2)cc1 | 12 | -15 | 1 | -6 | -2 | -0.8 | -0.1 | 4 | 8
COc1ccc(C2C(C(=O)c3sc(C)nc3C)=C(O)C(=O)N2CCCn2ccnc2)cc1 (centres undefined) | -40 | 0 | -2 | 0 | -5 | 0.5 | 0.3 | 1 | 0
O=C1C[C@@H]2c3c(cccc3CN1Cc1ccc(Cl)cc1)C[C@@H](O)[C@H]2O | 0 | . | -12 | . | 2 | . | 2.6 | 15 | -5
COC(=O)c1c(C)[nH]c(C(=O)OC(C)C(=O)N(C)C2CCCCC2)c1C (centres undefined) | -6 | -29 | -3 | -4 | -2 | -0.6 | 0.3 | 4 | 0
O=C(Cc1ccccc1[N+](=O)[O-])NNC(=O)c1ccncc1 | 2 | -2 | 20 | -2 | -1 | 0.8 | 0.1 | 1 | -6
CSc1ncccc1C(=O)Nc1ccc(F)c(F)c1F | 6 | -7 | 15 | 2 | -5 | 0.5 | 0.6 | 7 | -13
CCOCC(O)CSCc1ccc(Cl)cc1 (centres undefined) | -15 | 1 | -4 | -6 | -2 | -0.4 | -0.4 | 0 | 10
CCC(C)(C)NC(=O)C(c1ccc(C)cc1)N(CC1CCCO1)C(=O)c1csnn1 (centres undefined) | -14 | -22 | -20 | -7 | -3 | -0.8 | -0.7 | 8 | 17
c1ccc(-n2nnnc2SCc2ccccn2)cc1 | 5 | 1 | 9 | -20 | -4 | -0.5 | 0.2 | 2 | 0
CC(=O)NC(CSc1cc(C)nc2ccc(Br)cc12)C(=O)O (centres undefined) | 3 | -5 | 3 | -5 | -1 | 0.5 | 0.2 | 6 | -2
Cc1cc(=O)c(C(=O)Nc2cccc(C(=O)NC3CC3)c2)nn1-c1ccccc1Cl | -16 | -11 | 11 | -4 | 0 | 0.0 | 0.4 | 17 | -7
Cc1ccc(/C=C2\SC(=S)N(/N=C/c3cc([N+](=O)[O-])ccc3O)C2=O)o1 | . | -1 | 4 | -9 | -4 | 1.4 | 4.7 | . | 3
Cc1cc(NC(=O)Nc2c[nH]c(=O)[nH]c2=O)ccc1Br | -10 | -5 | -12 | -3 | -2 | 0.3 | 0.6 | 4 | -5
Cc1cccc(Oc2nc(CN3CCOCC3)nc3sc4c(c23)CCCC4)c1 | -7 | -37 | -15 | -6 | -3 | -0.4 | -0.1 | 4 | 17
Cc1cccc(C)c1OCC(=O)Nc1c(C)nn(C)c1C | -24 | -8 | 4 | -2 | -2 | 0.1 | 1.7 | 3 | -1
Cc1nc2cc(C(F)(F)F)ccc2n1C1CCN(C(=O)N2CCOCC2)CC1 | 4 | -7 | 10 | -8 | -2 | 1.0 | 1.0 | 6 | -13
O=C(NC(=S)Nc1ccc(S(=O)(=O)N2CCCCC2)cc1)c1cccs1 | 3 | -15 | 7 | -13 | -5 | 1.9 | 1.7 | 11 | -14
C[C@@H]1CN([C@@H](C)CO)C(=O)CCCn2nncc2CO[C@@H]1CN(C)C(=O)Nc1ccc(C(F)(F)F)cc1 | -8 | . | 9 | . | -2 | . | 4.8 | 3 | 8
Cc1ccc(CNC(=O)C2CCCN2C(=O)Nc2ccc(F)cc2)cc1 (centres undefined) | -17 | -11 | -14 | 2 | -3 | -0.9 | 0.1 | 1 | 2
CCOc1ccc(-c2ccc(C=O)o2)c([N+](=O)[O-])c1 | -8 | -1 | 9 | -11 | -6 | 0.2 | 0.1 | -1 | 0
Cc1cc(C)c(S(=O)(=O)N2CCCCC2)c(C)c1-n1ncnn1 | -15 | -11 | -4 | -3 | -2 | -0.2 | 0.5 | 2 | 5
CC(CNC(=O)CC(C)(C)C)NC(=O)CC(C)(C)C (centres undefined) | 1 | -5 | 6 | -15 | -3 | 0.3 | 0.0 | 6 | 3
COc1ccc(Oc2ncccc2NC(=O)c2cccc(C)c2C)cc1 | 7 | -25 | 14 | -4 | -3 | -2.1 | 2.1 | 2 | -3
Cc1c(-c2cccc(Cl)c2)nc2ccccc2c1C(=O)OCC(=O)Nc1ccc2c(c1)OCO2 | 25 | -22 | 1 | -9 | -5 | 0.6 | 0.4 | 1 | 5
CCCOC(=O)c1[nH]c2c(c1C)C(=O)CC(c1cc(OC)c(OC)c(OC)c1)C2 (centres undefined) | 24 | 34* | 5 | -23 | -4 | 7.3 | 6.2 | 2 | 9
